Rtt109 HAT inh – blocks Candida albicans Rtt109/Vps75 acetyltransferase activity; Q5AAJ8; purified Rtt109/Vps75, ThioGlo CoA-SH fluorescence, 4 h; inhibition, % at 34.9 µM; 330,000 compounds, 0.16% hits; AID 540336;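 active = inhibition of at least 50% in every replicate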
NSD2 HMT inh – blocks human histone methyltransferase NSD2. O96028. NSD2 peptide methylation, AlphaScreen, 120 min. inhibition, % at 12.5 µM. 310,000 compounds, 0.54% hits. AID 743445; in the data active = inhibition above about 50%
PvdQ acylase – P. aeruginosa PvdQ acylase inhibition. purified PvdQ acylase, fluorescence plate reader. inhibition, % at 10 µM. 340,000 compounds, 0.063% hits; in the data active = inhibition above about 30%, passing the limit was not always enough;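 also: 0% = vehicle neutral wells and 100% = reference inhibitor wells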
SR-BI DiI inh – inhibitors of mouse SR-BI mediated HDL lipid uptake; inhibition, % at 12.5 µM; ldlA[mSR-BI] CHO cells, DiI-HDL uptake fluorescence, 3 h; 320,000 compounds, 0.96% hits; Q61009;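 active = mean replicate inhibition of at least 70% and a set share of replicates each scoring 70 or more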;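 also: 0% = median of neutral control wells and 100% = median of positive control wells; values of inactives mirror those of a sister screen read the other way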
Target sequence (Q61009 whole entry, looked up): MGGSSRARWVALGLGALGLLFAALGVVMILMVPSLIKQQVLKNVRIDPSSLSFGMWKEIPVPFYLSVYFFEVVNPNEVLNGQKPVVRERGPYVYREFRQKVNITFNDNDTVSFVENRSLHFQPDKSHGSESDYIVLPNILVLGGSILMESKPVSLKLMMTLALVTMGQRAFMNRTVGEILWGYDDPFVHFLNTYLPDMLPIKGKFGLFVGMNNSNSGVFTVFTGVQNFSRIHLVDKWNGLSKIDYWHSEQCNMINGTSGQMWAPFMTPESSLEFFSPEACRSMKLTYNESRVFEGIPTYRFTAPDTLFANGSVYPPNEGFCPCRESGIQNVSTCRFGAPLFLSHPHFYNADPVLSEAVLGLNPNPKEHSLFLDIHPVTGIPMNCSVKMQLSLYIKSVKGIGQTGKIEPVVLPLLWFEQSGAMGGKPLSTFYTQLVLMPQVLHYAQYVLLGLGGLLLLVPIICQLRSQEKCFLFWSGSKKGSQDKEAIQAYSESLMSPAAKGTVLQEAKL
MITF TRPM1 HTS – MITF TRPM1 promoter activation in melanoma cells. activation, % at 12.5 µM. SK-MEL-5 TRPM1-promoter luciferase, 24 h; % of positive control, neutral wells = 0. 300,000 compounds, 0.75% hits;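 active = mean activation of at least 80% with every replicate also reaching 80%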;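 also: 0% = neutral control wells and 100% = parthenolide positive control wells; values of inactives mirror those of a sister screen read the other way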
CAL PDZ FP-1 – inhibitors of human CAL PDZ peptide binding; AID 504414; Q9HD26; inhibition, % at 20 µM; purified CAL PDZ, TMR-peptide fluorescence polarization, 1 h; 330,000 compounds, 0.02% hits;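 active = highest replicate inhibition of at least 40%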;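 also: plate controls were DMSO neutral control wells for no effect and unlabeled competitor peptide control wells for full effect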
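Read-out basis: mP drop reported as inhibition | Assay system: Tagged CAL PDZ protein CerCALP, purified | Benchmarks: Unlabelled peptide for full inhibition, DMSO wells as neutral | Schedule: 1 h incubation at room temperature before polarization reading | Buffer or medium: Sodium phosphate/NaCl buffer pH 7.4 with TCEP, IgG, Thesit | Doses: Single point, 20 µM | Measured by: Fluorescence polarization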
CAL PDZ FP-2 – blocks peptide binding to the human CAL PDZ domain; inhibition, % at 24.9 µM; purified CAL PDZ, TMR-peptide fluorescence polarization, 1 h; AID 602252; Q9HD26; 300,000 compounds, 0.92% hits;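 active = mean inhibition of at least 30% with at least half of replicates also reaching 30%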;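 also: 0% = DMSO neutral control and 100% = excess unlabeled competitor peptide PRC23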
PfHsp90 set2 – growth inhibition of yeast expressing Plasmodium Hsp90 | S. cerevisiae expressing PfHsp90, BacTiter-Glo ATP, 48 h; yeast lacking PDR1 and PDR3 efflux regulators | AID 504621 | inhibition, % at 9.4 µM | 310,000 compounds, 0.32% hits;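 active = every replicate shows inhibition above about 80%, whatever the replicate mean, limit read from the data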;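 also: 0% = DMSO neutral controls and 100% = 20 µM radicicol positive controls; yeast relying on Plasmodium falciparum Hsp90 in place of its own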
dFosB act – activators of mouse delta FosB homodimer; P13346; purified delta FosB, TAMRA-CDK5 oligo fluorescence polarization; percent of positive-control signal above neutral wells; activation, % at 25 µM; 340,000 compounds, 0.99% hits;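 active = mean activation above about 17%, with every replicate also reaching it, limit read from the data, passing the limit was not always enough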;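 also: fluorescence polarization rise as delta FosB binds a TAMRA Cdk5 AP-1 oligo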
Target sequence (P13346 whole entry, looked up): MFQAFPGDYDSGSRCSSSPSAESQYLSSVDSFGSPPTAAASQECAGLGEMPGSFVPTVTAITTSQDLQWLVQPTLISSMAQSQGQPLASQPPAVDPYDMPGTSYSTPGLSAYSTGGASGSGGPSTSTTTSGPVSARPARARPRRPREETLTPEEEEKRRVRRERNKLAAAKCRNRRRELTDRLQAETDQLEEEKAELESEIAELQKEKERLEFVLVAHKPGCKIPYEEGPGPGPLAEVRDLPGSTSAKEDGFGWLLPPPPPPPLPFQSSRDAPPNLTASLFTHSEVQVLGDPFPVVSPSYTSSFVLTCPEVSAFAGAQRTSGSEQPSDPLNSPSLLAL
SR-BI DiI-HDL act – enhances SR-BI lipid uptake from DiI-HDL. AID 504775. activation, % at 12.5 µM. 320,000 compounds, 0.096% hits. CHO ldlA[mSR-BI] cells, DiI-HDL uptake fluorescence, 3 h; 100 = double the neutral-control signal;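 active = mean replicate activation of at least 60% and every replicate at or above 60%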;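 also: 0% = median plate neutral-control signal and 100% = twice that signal; values of inactives mirror those of a sister screen read the other way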
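System: CHO ldlA[mSR-BI] cells / Medium: HEPES-buffered (25 mM, pH 7.4) F12 plus 0.5% BSA / Probe or stimulus: labelled HDL, 10 µg/mL / Doses: single compound concentration, delivered by pin transfer / Schedule: 3 h, 37 °C / Measured by: DiI fluorescence, bottom read / Measure: cell-associated DiI fluorescence as measure of HDL uptake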
Active calls of the source: *; x = not tested or not shown.

SMILES	Rtt109 HAT inh	NSD2 HMT inh	PvdQ acylase	SR-BI DiI inh	MITF TRPM1 HTS	CAL PDZ FP-1	CAL PDZ FP-2	PfHsp90 set2	dFosB act	SR-BI DiI-HDL act
CC1CCCN(C(=O)CCS(=O)(=O)c2ccc3c(c2)n(C)c(=O)c(=O)n3C)C1 (stereo unspecified)	16	x	15	-8	-3	-0.5	x	8	-4	8
CC(=O)C(Cc1ccccc1)NC(=O)CCl (stereo unspecified)	-3	2	0	-18	-13	0.2	1	-10	-1	18
COCCn1cnc2c1c(=O)n(CC(=O)NCC(F)(F)F)c(=O)n2Cc1ccccc1	-3	-2	-7	-1	8	0.2	-4	11	-2	1
O=c1c(N2CCOCC2)nsn1Cc1ccccc1	-1	x	-1	-19	x	-1.4	-3	1	0	19
O=C(COC(=O)c1ccc(S(=O)(=O)N2CCCC2)cc1)Nc1ccc(Cl)cc1	-6	-1	-7	-6	-3	-1.7	0	-7	7	x
O=C(COc1ccc2c3c(c(=O)oc2c1)CCC3)c1ccc2c(c1)OCO2	-2	1	10	14	19	0.7	-1	23	-3	-14
CCCSc1nsc(NC(=O)CC)n1	-2	-2	-5	5	58	-0.4	2	10	-10	-5
O=C(O)c1cc(O)c2c(c1)C(=O)c1cccc(O)c1C2=O	-4	x	-4	-5	-30	0.8	2	-7	-7	5
C=CCNc1cnn(-c2ccccc2)c(=O)c1Cl	4	0	-11	6	26	-1.4	-3	-7	-4	-6
O=C(CSc1n[nH]c(-c2cccnc2)n1)OC1CCCCC1	1	-5	-8	-21	-1	-1.9	4	-13	1	21
CCN(Cc1ccc(C#CCCO)cc1)CC1CCCN(CCc2cccc(OC)c2)C1 (stereo unspecified)	31	34	0	-2	-7	-1.0	-6	1	4	2
COc1ccccc1NC(=O)C1=C(C)Nc2nnnn2C1c1ccccn1 (stereo unspecified)	-4	3	3	-10	1	-1.6	-1	11	1	10
CCOC(=O)C1CCN(C(=O)c2cc3c(s2)-c2ccccc2OC3)CC1	0	x	2	-2	x	-2.1	x	x	-6	2
O=C(Nc1ccc(Cl)cc1)N1CCc2ccccc2C1	-4	-11	-12	3	72	-0.6	43*	21	-20	-3
Cc1ccccc1NC(=O)CN1CCC(n2nnc3ccccc32)CC1	5	-1	5	-1	-8	0.0	1	-9	-7	1
Cc1ccc(C(=O)N2CCCC(N3CCN(c4cccc(C(F)(F)F)c4)CC3)C2)s1 (stereo unspecified)	-8	1	-11	43	-16	-0.8	x	-10	-19	-43
COc1ccc(CNC(=S)N2CCN(Cc3ccccc3)CC2)cc1	2	x	-8	-3	-5	-0.5	1	11	-1	3
Cc1[nH]c(C)c(S(=O)(=O)NCCc2ccc(S(N)(=O)=O)cc2)c1C(=O)N1CCCC1	-10	-4	3	-2	-3	-2.5	-3	3	4	2
NC(N)=Nc1nc2ccc(Cl)cc2c(=O)[nH]1	7	0	3	-2	-15	-2.8	-1	-85	15	2
Fc1cc2[nH]c(=S)[nH]c2cc1Cl	-19	-2	-17	17	-31	-0.5	-8	16	0	-17
O=C(Cn1nnc2c(cnn2-c2ccc(F)cc2)c1=O)Nc1ccccc1C(F)(F)F	4	-4	-2	-18	10	-1.9	-3	0	3	18
Cc1ccnc2nc(C(=O)OCC(=O)N3CCc4ccccc43)nn12	-2	-4	-12	-12	-20	-1.4	-3	17	-2	12
CCCCn1c(N)c(N(CCC(C)C)C(=O)C2CC(=O)N(c3ccc4c(c3)OCCO4)C2)c(=O)[nH]c1=O (stereo unspecified)	9	-1	-10	-29	-8	13	-6	18	0	29
COc1cccc(N2CCN(C(=O)CN3C(=O)NC4(CCCC4)C3=O)CC2)c1	0	-1	-13	12	-9	-0.8	-2	-35	-2	-12
COc1ccc(NC2CCCN(C(=O)CCc3cn[nH]c3)C2)cc1 (stereo unspecified)	6	x	-3	-15	5	-1.4	0	14	4	15
CC(C)(C)c1ccccc1OCCCCN1CCCC1	7	25	-8	35	17	-0.8	2	8	-6	-35
Cc1cc(-c2n[nH]c(=S)n2/N=C/c2cccc([N+](=O)[O-])c2)n[nH]1	4	-2	-5	6	-15	-0.2	3	0	1	-6
O=C(Nc1cccc(-c2nc3cccnc3s2)c1)c1cccnc1Cl	60*	-9	6	35	28	-4.7	-8	14	-41	-35
Cc1ccc(SC(C)C(=O)Nc2c(C)n(C)n(-c3ccccc3)c2=O)cc1 (stereo unspecified)	-2	5	1	-17	x	-2.9	-3	x	0	17
COc1ccccc1-n1c(=O)c2c3c(sc2n2c(SC)nnc12)CCC3	5	0	-9	-3	2	-2.7	-4	-11	0	3
Clc1ccc(Oc2cnns2)c(Cl)c1	-4	-2	-1	19	-5	-0.6	0	x	2	-19
COC(=O)/C(=N/Nc1ccccc1C)N1CCCc2ccccc21	13	0	10	5	-7	-0.1	-4	-35	-2	-5
COc1cccc(/C=N/Nc2nc3ccccc3[nH]2)c1OC	8	38	-4	8	x	-0.7	-4	2	2	-8
Cc1ccc(CNC(=O)C(=O)NCC2OCCN2C(=O)c2ccc(Cl)cc2)cc1 (stereo unspecified)	0	x	-11	0	x	-0.8	x	-25	-10	0
Cc1ccc[n+](CC(=O)Nc2nc3ccccc3s2)c1	-22	4	-6	-24	-8	-1.9	-1	9	-4	24
COC(=O)c1cccc(NC(=O)CSc2nc(C)cc(=O)[nH]2)c1	-2	3	-10	-34	0	0.3	x	x	-9	34
CC(C)N1C(=O)/C(=C\c2nc3ccccc3c(=O)[nH]2)c2ccccc21	6	x	-4	14	23	0.1	-2	98*	0	-7
Cc1cc(-c2ccc(C)c(S(=O)(=O)NCC3CCN(Cc4ccccc4F)CC3)c2)on1	26	1	-12	10	11	-1.4	2	8	-17	-10
CCN(C[C@H]1N[C@@](CC)(C(=O)OC)[C@H]2C(=O)N(Cc3ccccc3)C(=O)[C@@H]12)C(=O)Nc1ccc(Cl)cc1	-15	x	-12	37	2	-0.2	-3	-4	-5	-37
CNc1sc(C(=O)c2ccccc2F)c(N)c1-c1nc2ccccc2s1	x	4	20	57	x	-1.6	-1	x	-17	-57
CCCOc1ccccc1N/C(=N/c1nc(C)cc(C)n1)NC(=O)COc1ccc(OC)cc1	11	0	-8	41	-3	x	-2	-7	-11	-41
Cc1c(CNCCc2ccccc2Cl)c(C(=O)O)c(C)n1-c1ccccc1	-17	5	-9	-169	7	-0.1	-4	-7	-6	169*
Cc1cc(Br)ccc1NC(=O)CN(C)C(=O)C1CCN(C(=O)c2ccc(Cl)cc2)CC1	-5	0	-22	45	18	-1.2	-2	-26	-3	-45
Fc1cnc(N2CCN(c3ccccc3)CC2)nc1N1CCN(c2ccccc2)CC1	0	3	12	57	6	0.3	-3	-22	0	-57
c1ccc(C[n+]2ccc3ccccc3c2)cc1	-2	-1	-9	-15	-13	0.1	2	1	7	15
Cc1[nH]n(-c2cccc([N+](=O)[O-])c2)c(=O)c1-c1ccccc1	-2	3	-8	5	23	-2.5	0	x	-3	-5
Cc1cccc(NC(=O)c2ccccc2NC(=O)Cc2ccccc2)c1C	20	-4	5	7	2	-3.1	-3	-4	-5	-7
CCSc1ccccc1C(=O)Nc1cc(C)on1	-4	9	-6	-10	x	-1.5	1	2	-1	10
Cc1ccc(NC(=O)CCC(=O)NNC(=O)COc2ccc([N+](=O)[O-])cc2)c(C)c1	-2	-3	-12	-3	-9	-1.5	-4	26	8	x
COc1cc2nc(=S)n3[nH]c(CCn4nc(C)cc4C)nc3c2cc1OC	10	-3	-9	-25	-30	-1.4	6	-3	-4	25
CCO/C=C1\C(=O)N(c2ccccc2)C(=O)c2ccccc21	-3	x	-16	-5	-11	-1.2	-1	10	-11	5
COc1ccc(C2SCCN2C(=S)Nc2ccc(Cl)cc2)cc1 (stereo unspecified)	13	-2	3	9	-24	-2.9	-2	-4	-3	-9
O=C1CC(C(=O)N2CCc3ccccc32)CN1c1ccccc1 (stereo unspecified)	-1	80*	-6	x	-6	-1.4	-5	12	4	x
CCNC(=S)N/N=C/c1c(Cl)cccc1Cl	-19	-1	-7	4	14	-3.3	x	4	3	-4

Another view of 11 compounds above.
Structure | Rtt109 HAT inh | NSD2 HMT inh | PvdQ acylase | SR-BI DiI inh | MITF TRPM1 HTS | CAL PDZ FP-1 | CAL PDZ FP-2 | PfHsp90 set2 | dFosB act | SR-BI DiI-HDL act
Fc1cnc(N2CCN(c3ccccc3)CC2)nc1N1CCN(c2ccccc2)CC1 | 0 | 3 | 12 | 57 | 6 | 0.3 | -3 | -22 | 0 | -57
c1ccc(C[n+]2ccc3ccccc3c2)cc1 | -2 | -1 | -9 | -15 | -13 | 0.1 | 2 | 1 | 7 | 15
Cc1[nH]n(-c2cccc([N+](=O)[O-])c2)c(=O)c1-c1ccccc1 | -2 | 3 | -8 | 5 | 23 | -2.5 | 0 | x | -3 | -5
Cc1cccc(NC(=O)c2ccccc2NC(=O)Cc2ccccc2)c1C | 20 | -4 | 5 | 7 | 2 | -3.1 | -3 | -4 | -5 | -7
CCSc1ccccc1C(=O)Nc1cc(C)on1 | -4 | 9 | -6 | -10 | x | -1.5 | 1 | 2 | -1 | 10
Cc1ccc(NC(=O)CCC(=O)NNC(=O)COc2ccc([N+](=O)[O-])cc2)c(C)c1 | -2 | -3 | -12 | -3 | -9 | -1.5 | -4 | 26 | 8 | x
COc1cc2nc(=S)n3[nH]c(CCn4nc(C)cc4C)nc3c2cc1OC | 10 | -3 | -9 | -25 | -30 | -1.4 | 6 | -3 | -4 | 25
CCO/C=C1\C(=O)N(c2ccccc2)C(=O)c2ccccc21 | -3 | x | -16 | -5 | -11 | -1.2 | -1 | 10 | -11 | 5
COc1ccc(C2SCCN2C(=S)Nc2ccc(Cl)cc2)cc1 (stereo unspecified) | 13 | -2 | 3 | 9 | -24 | -2.9 | -2 | -4 | -3 | -9
O=C1CC(C(=O)N2CCc3ccccc32)CN1c1ccccc1 (stereo unspecified) | -1 | 80* | -6 | x | -6 | -1.4 | -5 | 12 | 4 | x
CCNC(=S)N/N=C/c1c(Cl)cccc1Cl | -19 | -1 | -7 | 4 | 14 | -3.3 | x | 4 | 3 | -4

Source: PubChem (Broad Institute)

Compounds were not picked by outcome (roughly 4.3% active in at least one column).
